Growth percent in the NCI-60 one-dose screen (48 h, 10 µM unless noted): 100 = growth as untreated, 0 = no growth, -100 = all killed.
A498: A498 renal cancer cells; 76,000 tested, 5.4% active; AID 1794774
SN12C: SN12C renal cancer cells; 81,000 tested, 3.8% active; AID 1794767
786-0: 786-0 renal cancer cells. 81,000 tested, 5.1% active
ACHN: ACHN renal cancer. 81,000 tested, 4.9% active
TK-10: TK-10 renal cancer cells. 81,000 tested, 3.9% active. AID 1794769
CAKI-1: CAKI-1 renal cancer; 75,000 tested, 4.7% active
U251: U251 CNS tumor cells; 80,000 tested, 5.4% active
UO-31: UO-31 renal cancer; AID 1794768; 81,000 tested, 5.2% active
RXF 393: RXF 393 renal cancer cells; 77,000 tested, 6.9% active
Active calls of the source: *; . = not tested or not shown; & = joins results of further samples; [ ] = dose if it differs, or a comment. Rule for the calls: active = growth percent below 10; inactive = the rest.

SMILES | A498 | SN12C | 786-0 | ACHN | TK-10 | CAKI-1 | U251 | UO-31 | RXF 393
COc1ccc2c(c1OC)C(=O)OC2 | 108 | 107 | 93 | 102 | 93 | . | 105 | 89 | 113
c1ccc2c3c(ccc2c1)Sc1c(ccc2ccccc12)N3 | 99 | 83 | 69 | 71 | 108 | 81 | 50 | 65 | 61
CC1C2=C(Nc3ccccc3N1C(=O)C1CCC1)C(C)(C)N(C)C2=O (stereo not drawn) | 108 | 93 | 107 | 109 | 99 | 94 | 96 | 90 | 122
COCCOCCOCc1n(Cc2ccc3ccccc3c2)c2ccccc2[n+]1Cc1ccc2ccccc2c1 | 12 | 12 | 24 | 94 | 3.3* | . | 12 | 82 | 21
O=C(NC(=S)Nc1cccc2c(O)cccc12)c1cccc(Br)c1 | 114 | 85 | 93 | 88 | 125 | 80 | 99 | 59 | 93
O=C(CSc1nc2ccc(Cl)cc2[nH]1)Nc1ccc(-c2nc3ccccc3s2)c(Cl)c1 | 105 | 92 | 95 | 105 | 89 | 98 | 98 | 76 | 100
C=C(CN=[N+]=[N-])[C@@H]1CC[C@]2(C)[C@H](CC[C@@H]3[C@H]4[C@H]5OC(=O)[C@@]4(CCC5(C)C)CC[C@]32C)[C@@]1(C)CCC#N | 85[100 µM] | 76[100 µM] | 88[100 µM] | 94[100 µM] | 105[100 µM] | 54[100 µM] | 80[100 µM] | 80[100 µM] | 108[100 µM]
CCCCCOC(=O)Cc1c[nH]c2ccccc12 | 93 | 100 | 106 | 115 | 120 | 87 | 98 | 70 | 102
CN1C(=O)NC2(CCCC2)C1=O | 94 | 111 | 105 | 100 | 100 | 97 | 112 | 97 | 97
Nc1nc(N)c2c(n1)NC(c1cccc(Nc3ccnc4cc(Cl)ccc34)c1)CC(c1ccc(Cl)cc1)=N2 (stereo not drawn) | 94 | 93 | 85 | 96 | 102 | 85 | 95 | 90 | 85
O=c1oc2ccccc2cc1-c1nnc(SCc2ccccc2)o1 | 78 | 101 | 96 | 108 | 96 | 101 | 98 | 88 | 98
CCCCN1C(=O)c2cccc3c(C#CCN4C(=O)c5cccc6cccc(c56)C4=O)ccc(c23)C1=O | 100 | 96 | 100 | 96 | 120 | 91 | 93 | 80 | 110
O=C(O)CN1C(=O)C2C3CC(C2C1=O)C1C(c2ccc(F)cc2)c2sc(=S)[nH]c2SC31 (stereo not drawn) | 120 | 103 | 104 | 100 | 105 | 101 | 104 | 96 | 121
CC1CCN(CCCCOc2ccc(-c3ccc(C#N)cc3)cc2)CC1 | 70 | 85 | 81 | 101 | 90 | 88 | 72 | 60 | 88
CC1(C)CC(=O)c2cnc(Nc3ccc(S(N)(=O)=O)cc3)nc2C1 | 97 | 98 | 104 | 104 | 110 | 95 | 98 | 110 | 113
CC(=O)Nc1ccc(S(=O)(=O)N=C(N)N)cc1 | 80 | 100 | 96 | 103 | 106 | 108 | 98 | 89 | 103
COc1ccc(OC)c(Cn2cc3c(c2-c2cc(OC)c(OC)c(OC)c2)CCCc2cnoc2-3)c1 | 84 | 71 | 91 | 76 | 132 | 33 | 89 | 49 | 67
CC(=O)O[C@H]1CC[C@@]2(C)[C@@H](CC[C@@H]3[C@@H]2CC[C@]2(C)C=C(C=O)C[C@@H]32)C1 | 95 | 59 | 102 | 95 | 120 | 91 | 23 | 93 | 120
CCN(CC)C(=O)N1C(=O)c2ccccc2S1(=O)=O | 89 | 98 | 100 | 103 | 107 | 85 | 102 | 94 | 94
Cc1ccc(S(=O)(=O)Oc2ccc(C)cc2Br)cc1 | 62 | 85 | 76 | 98 | 89 | 75 | 97 | 84 | 102
COc1ccc2cc(C(=O)/C=C/N(C)C)ccc2c1 | 94 | 92 | 85 | 107 | 86 | 99 | 99 | 85 | 118
O=C(O)c1ccccc1C(=O)Nc1ccccc1Cl | 84 | . | 101 | 105 | 99 | 98 | 102 | 96 | 101
O=C(Nc1ccc(Cl)cc1F)c1cc(F)ccc1O | -56* | 3.2* | 3.0* | 3.6* | 14 | -14* | -4.4* | 5.7* | 9.7*
CCN(CC)CCCN1C(=O)c2c(c(C)c3c(oc4cc(O)ccc43)c2C)C1=O | 104 | -75* | -81* | 52 | 112 | -81* | -89* | 91 | 76
O=C(/C=C/Nc1ccc(S(=O)(=O)O)cc1)c1ccccc1 | 102 | 104 | 102 | 99 | 97 | 89 | 101 | 91 | 99

(next part)
SMILES | A498 | SN12C | 786-0 | ACHN | TK-10 | CAKI-1 | U251 | UO-31 | RXF 393
O=C(CSc1nc2ccccc2c(=O)n1-c1ccc(Cl)cc1)N/N=C/c1ccc(Oc2ccc(Br)cc2)cc1 | 96 | 112 | 101 | 105 | 102 | 101 | 108 | 88 | 115
Nc1nc(NCc2ccccc2)c2c(n1)[nH]c1cc(Cl)c(O)cc12 | . | 86 | 83 | 83 | 116 | 75 | 79 | 58 | .
O=C(CSCc1ccccc1)c1ccccc1 | 97 | 98 | 92 | 100 | 87 | 103 | 99 | 98 | 93
CCc1ccc(-c2ccc(=O)n(-c3ccc(S(N)(=O)=O)cc3)n2)cc1 | 40 | 58 | 50 | 60 | 77 | 37 | 35 | 38 | -32*
CC(=O)SC1CC(=O)C=C2CCC3C4CCC(=O)OC4(C)CCC3C21C (stereo not drawn) | 101 | . | 101 | 106 | 94 | . | 99 | 87 | .
Cc1cc(C)cc(NC(=O)CSc2oc(-c3ccccc3)nc2S(=O)(=O)c2ccc(F)cc2)c1 | 87 | 81 | 79 | 96 | 110 | 86 | 74 | 94 | 82
COc1cc2cc(NCc3ccncc3)nc(C)c2cc1OC | 72 | 97 | 72 | 101 | 84 | 82 | 78 | 90 | 98
COc1ccc(C(CC(=O)c2ccccc2)Sc2ccccc2N)cc1 (stereo not drawn) | 86 | 96 | 102 | 89 | . | 93 | 84 | 49 | 103
Cc1nnc2c(N3NC(=O)CC3=O)nc3ccccc3n12 | 94 | 98 | 97 | 95 | 113 | 97 | 97 | 70 | 108
Cc1c(Cl)cccc1NC(=O)CN1CCOCC1 | 101 | 100 | 100 | 109 | 84 | . | 106 | 84 | 117
[O-][n+]1onc(-c2csc(-n3nc(C(F)(F)F)cc3C(F)(F)F)n2)c1-c1ccccc1 | . | 88 | 86 | 87 | 99 | 42 | 93 | 65 | 95
O=C(Cc1ccc(/C=C/C(=O)c2ncc[nH]2)cc1)Nc1ccc(Cl)cc1 | . | 7.3* | 4.5* | 43 | 60 | 32 | -61* | 2.8* | 50
c1ccc2c(c1)nnn2-c1ccncc1 | 82 | 96 | 88 | 94 | 104 | 78 | 95 | 105 | 94
Nc1ccc(S(=O)(=O)Nc2cccc(C(F)(F)F)c2)cc1 | 103&104 | 79 | 95&100 | 99&100 | 87&103 | 98&100 | 95&99 | 82&83 | 127&140
COc1ccc(CNC(=O)c2c(C)n([O-])c3ccc(F)cc3[n+]2=O)cc1 | 82 | 86 | 98 | 119 | 107 | 81 | 106 | 10 | .
O=C(C[C@]1(O)C(=O)Nc2ccc(Br)cc21)c1ccc[nH]1 | 112 | 91 | 102 | 101 | 122 | 81 | 110 | 77 | 104
CN(CCC1CCCCC1)Cc1ccccc1 | 100 | 103 | 97 | 100 | 99 | 97 | 106 | 84 | 106
C(=Nc1ccc(N2CCN(c3ccccc3)CC2)cc1)c1ccccn1 | 101 | 102 | 91 | 84 | 90 | 92 | 96 | 82 | 111
C=CCc1c(O)c(C=O)c(OC)c2c(=O)cc(-c3ccc(OC)cc3)oc12 | 90 | 87 | 104 | 89 | 96 | 91 | 97 | 60 | 118
O[C@H](c1cc(C(F)(F)F)nc2c(C(F)(F)F)cccc12)[C@@H]1CCCCN1 | 52&67 | 55&66 | 57&42 | 46&40 | 64&57 | 51&73 | 46&43 | 32&50 | 43&44
Cc1ccc(O)c(C(C)c2ccccc2)c1 (stereo not drawn) | 82 | 104 | 110 | 106 | 118 | 103 | 98 | 85 | 119
Cc1ccc(/C(CN2CCN(c3cc4c(cc3F)c(=O)c(C(=O)O)cn4C3CC3)CC2)=N\O)cc1 | 63 | 96 | 74 | 85 | 93 | 84 | 75 | 64 | 87
Cc1ccc(C(=O)Nc2cccc(-c3cn(-c4ccc(S(N)(=O)=O)cc4)nn3)c2)cc1C(F)(F)F | . | 98 | 70 | 105 | 181 | 100 | 55 | 98 | 70
CC1=C2C(=O)C[C@]2(C)[C@H]2C[C@@](C)(CO)C[C@H]2[C@@H]1O | 115 | 103 | 108 | 104 | 107 | 92 | 97 | 89 | 113
COC(=O)CC[C@@H](C)[C@H]1CC[C@@]2(C)[C@@H]3C(=O)C[C@H]4C(C)(C)[C@@H](OC(C)=O)CC[C@]4(C)[C@H]3C(=O)C[C@]12C | 67 | 107 | 109 | 106 | 100 | 95 | 100 | 75 | 115

Full records, looked up by structure:
CC(=O)O[C@H]1CC[C@@]2(C)[C@@H](CC[C@@H]3[C@@H]2CC[C@]2(C)C=C(C=O)C[C@@H]32)C1 as listed: A498 = 95; SN12C = 59; 786-0 = 102; ACHN = 95; TK-10 = 120; CAKI-1 = 91; U251 = 23; UO-31 = 93; RXF 393 = 120
Cc1ccc(/C(CN2CCN(c3cc4c(cc3F)c(=O)c(C(=O)O)cn4C3CC3)CC2)=N\O)cc1 as listed: A498 = 63; SN12C = 96; 786-0 = 74; ACHN = 85; TK-10 = 93; CAKI-1 = 84; U251 = 75; UO-31 = 64; RXF 393 = 87

The main list resumes, starting 5 compounds before the break.
SMILES | A498 | SN12C | 786-0 | ACHN | TK-10 | CAKI-1 | U251 | UO-31 | RXF 393
Cc1ccc(O)c(C(C)c2ccccc2)c1 (stereo not drawn) | 82 | 104 | 110 | 106 | 118 | 103 | 98 | 85 | 119
Cc1ccc(/C(CN2CCN(c3cc4c(cc3F)c(=O)c(C(=O)O)cn4C3CC3)CC2)=N\O)cc1 | 63 | 96 | 74 | 85 | 93 | 84 | 75 | 64 | 87
Cc1ccc(C(=O)Nc2cccc(-c3cn(-c4ccc(S(N)(=O)=O)cc4)nn3)c2)cc1C(F)(F)F | . | 98 | 70 | 105 | 181 | 100 | 55 | 98 | 70
CC1=C2C(=O)C[C@]2(C)[C@H]2C[C@@](C)(CO)C[C@H]2[C@@H]1O | 115 | 103 | 108 | 104 | 107 | 92 | 97 | 89 | 113
COC(=O)CC[C@@H](C)[C@H]1CC[C@@]2(C)[C@@H]3C(=O)C[C@H]4C(C)(C)[C@@H](OC(C)=O)CC[C@]4(C)[C@H]3C(=O)C[C@]12C | 67 | 107 | 109 | 106 | 100 | 95 | 100 | 75 | 115
CCOC(=O)CC(c1ccccc1)N1CCCCC1 (stereo not drawn) | . | 106 | 99 | 111 | 119 | 96 | 111 | 96 | 105
Cc1cc(SC#N)cc(C(C)(C)C)c1O | 86 | . | 101 | 101 | 108 | 96 | 91 | 94 | 118
Cc1ccn2c(C(=O)NCc3ccc(OCc4cn(Cc5ccc([N+](=O)[O-])cc5)nn4)cc3)c(C)nc2c1 | 74 | 83 | 82 | 74 | 100 | 79 | 83 | 65 | 82
O=C1CC2C(/C=N/NC(=O)c3ccncc3)C(C[C@@H]2Cl)O1 (stereo partly drawn) | 91 | 95 | 98 | 99 | 87 | . | 92 | 91 | 105
O=C1/C(=C/c2ccc(Cl)cc2)SC(=Nc2ccc(Cl)cc2)N1Cc1nc2ccccc2[nH]1 | . | 79 | 92 | 92 | 104 | 8.4* | 76 | 38 | 92
CCN(CC)C(Cl)=Nc1ccc(Cl)cc1 | 100 | 99 | 100 | 98 | 101 | 103 | 94 | 88 | 107
Cc1cccc(Cc2cnc(NC(=O)CCCOc3ccc(Cl)cc3)s2)c1 | -2.5* | 35 | 11 | 12 | 38 | 27 | 14 | 19 | 5.0*
O=C(c1nc(=S)[nH][nH]1)c1cnc2n(c1=O)CCCCC2 | . | 98 | 100 | 105 | 105 | 102 | 107 | 90 | 103
Clc1ccc2c(NCCCCNc3nc(N4CCOCC4)nc4ccccc34)ccnc2c1 | 90 | -8.6* | -54* | -67* | -63* | . | -60* | -90* | 86
CC(C)(C)[Si](C)(C)OC1[C@@H](O[Si](C)(C)C(C)(C)C)[C@@H](CNC(=O)NC(=O)C(F)(F)F)O[C@H]1n1cnc2c(NC(=O)Nc3ccccc3)ncnc21 (stereo partly drawn) | 97 | 81 | 83 | 76 | . | 17 | 79 | -24* | 104
CCOC(=O)C1=C(C)NC(=S)NC1c1cccc(O)c1 (stereo not drawn) | . | 101 | 102 | 102 | 104 | 97 | 103 | 92 | 129
COC(CCN1C(=O)c2ccccc2C1=O)C(Br)CC(=O)O (stereo not drawn) | 91 | 102 | 102 | 107 | 101 | 100 | 95 | 83 | 104
CCOC(=O)C1=C(CC)NC(=O)N(C)C1c1ccccc1 (stereo not drawn) | 103 | 99 | 95 | 99 | 112 | 90 | 100 | 79 | 113
COc1ccc(CCN2C(CC(=O)c3ccccc3)CCCC2CC(=O)c2ccccc2)cc1OC (stereo not drawn) | 110 | 100 | 105 | 118 | 121 | 112 | 105 | 109 | 123
CCOC(=O)C1NN(c2ccc(S(N)(=O)=O)cc2)c2nc3nc(-c4ccc(OC)cc4)cc(-c4cccs4)c3c(=O)n21 (stereo not drawn) | 97 | 96 | 79 | 94 | 106 | 82 | 100 | 63 | 76
CCOc1ccc2nc(NC(=O)Nc3cccc(Cl)c3)sc2c1 | 79 | 94 | 99 | 97 | 96 | 84 | 102 | 91 | 104
CC(=O)Oc1c[nH]c2ccccc12 | 83 | 88 | 97 | 112 | 113 | 87 | 104 | 47 | 103
CCC(C)C(NC(=O)OCc1ccccc1)C(=O)NC(C(=O)O)C(C)C (stereo not drawn) | 113 | 104 | 105 | 115 | 119 | 105 | 105 | 90 | 108
BrCC(Br)C1OCCCO1 (stereo not drawn) | 120[100 µM] | 102[100 µM] | 94[100 µM] | 108[100 µM] | 106[100 µM] | 99[100 µM] | 99[100 µM] | 98[100 µM] | 108[100 µM]
CCCCC(c1ccccc1)c1ccccn1 (stereo not drawn) | 103 | 93 | 109 | 96 | 90 | 59 | 97 | 98 | 104
COC(=O)c1ccc2c(c1)C(=O)N(Cc1ccc(S(N)(=O)=O)cc1)C2=O | 97 | 100 | 98 | 105 | 96 | 98 | 93 | 88 | 105
CCOC(=O)CNC(=O)C(Cc1ccccc1)NC(=O)c1ccccc1[N+](=O)[O-] (stereo not drawn) | 95 | 103 | 103 | 99 | 105 | 96 | 102 | 89 | 110
